HTT cytoprotect: protects HTT-Q103 PC12 cells, measured by ATP; PC12 HTT-Q103 induced, cytoprotection, ATP luminescence, 40 h; Potency, µM (highest dose often 56.4 µM), without a hit: cytoprotection (ATP increase), actives largely listed as activators; 230,000 compounds, 0.14% hits; AID 1471;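 also: % of control where 0% means no effect; nearly all actives have a fitted effect of over 45% in size; toxic huntingtin expression switched on by the ecdysone agonist tebufenozide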
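PC12 cells with ecdysone-inducible HTT exon 1 Q103-GFP, induced with 100 nM tebufenozide and co-treated with library compounds in a dose series (1536-well, 1500 cells/well). Cytoprotection read as ATP content by ATPlite luminescence.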
Tau fibril FP: inhibitors of human tau fibril formation. 280,000 compounds, 0.39% hits. Potency, µM (highest dose often 57.7 µM), inactives show at the highest dose activity, negative = inhibition, usual class: inhibitors. K18 P301L tau heparin fibrillization, Alexa594 FP, 6 h; also: % is scaled to controls: 0 for no effect and ±100 for the full control effect; nearly all actives have a fitted effect of over 55% in size
Target sequence (P10636 561-689 P618L limits assumed): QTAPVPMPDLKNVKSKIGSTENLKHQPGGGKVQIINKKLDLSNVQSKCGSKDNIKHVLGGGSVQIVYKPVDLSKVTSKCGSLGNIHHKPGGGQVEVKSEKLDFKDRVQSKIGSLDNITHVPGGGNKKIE
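Read-out: fluorescence polarization of Alexa 594-labeled tau (0.24 uM), 555 nm excitation, 632 nm emission. Mixtures held 15 uM unlabeled K18 P301L, compound and 20 uM heparin, pH 7 acetate buffer, incubated 6 hr at 37 C.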
RECQ1 helicase: blocks DNA unwinding by human RECQ1; P46063; RECQ1 DNA unwinding, red fluorescence kinetic read; Potency, µM (top dose mostly 57.3 µM), without a hit: at the highest dose activity, negative = inhibition, most hits filed as inhibitors; 240,000 compounds, 0.54% hits;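 also: plate controls were vehicle for no effect and no enzyme for full effect; nearly all actives have a fitted effect of over 30% in size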
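RECQ1T1 50 nM; forked duplex (20 bp + 30-nt ss tails) 200 nM, ATP 2 mM final; pH 8.0, 2 mM MgCl2, 2.5 ug/ml poly(dI-dC); 15 min compound preincubation; discontinuous kinetic read over 2 h at RT.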
Tau fluor cs: counter-screen for tau fibril formation inhibitors. tau K18 P301L Alexa594 fluorescence, heparin fibrillization. AID 1463. 280,000 compounds, 0.93% hits. Potency, µM (highest dose often 57.7 µM), inactives show at the highest dose activity change, negative = decrease; also: % is scaled to controls: 0 for no effect and ±100 for the full control effect; nearly all actives have a fitted effect of over 55% in size
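Human tau K18 P301L (15 uM unlabeled, 0.24 uM Alexa 594-labeled) in 100 mM sodium acetate pH 7 with 20 uM heparin, 6 hr at 37 C. ThT 30 uM added, 1 hr ambient; Alexa 594 FP and total fluorescence read at 555/632 nm.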
TexasRed fluor: Texas Red fluorescence interference in TRb-SRC2 counter-screen; TRb/SRC2 Texas Red total fluorescence interference; Potency, µM (titrated, usually from 106 µM), for inactives: top-dose fluorescence change, negative = quenching; 280,000 compounds, 0.29% hits; AID 1479; active = well fitted curve in either direction with a large enough effect; inconclusive = small, poorly fitted or top-dose-only effect; also: % is scaled to controls: 0 for no effect and ±100 for the full control effect
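Human TRb ligand-binding domain at 0.6 uM with 20 nM Texas Red SRC2 peptide in Tris buffer containing 1 uM T3 and 5% DMSO, incubated with compound 5 h at ambient temperature. Total fluorescence (555/632 nm) calculated as parallel + 2 × perpendicular.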
TRb-SRC2 inh: TRbeta-SRC2 interaction inhibition. P10828. TRbeta-SRC2 peptide binding, fluorescence polarization; receptor liganded with 1 µM T3. Potency, µM (titrated, usually from 106 µM), inactives show top-dose activity change, negative = inhibition, actives largely listed as inhibitors. 280,000 compounds, 0.065% hits. AID 1469;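 also: plate controls were bound peptide for no effect and peptide without receptor for full effect; nearly all actives have a fitted effect of over 50% in size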
Target sequence (P10828 whole entry, looked up): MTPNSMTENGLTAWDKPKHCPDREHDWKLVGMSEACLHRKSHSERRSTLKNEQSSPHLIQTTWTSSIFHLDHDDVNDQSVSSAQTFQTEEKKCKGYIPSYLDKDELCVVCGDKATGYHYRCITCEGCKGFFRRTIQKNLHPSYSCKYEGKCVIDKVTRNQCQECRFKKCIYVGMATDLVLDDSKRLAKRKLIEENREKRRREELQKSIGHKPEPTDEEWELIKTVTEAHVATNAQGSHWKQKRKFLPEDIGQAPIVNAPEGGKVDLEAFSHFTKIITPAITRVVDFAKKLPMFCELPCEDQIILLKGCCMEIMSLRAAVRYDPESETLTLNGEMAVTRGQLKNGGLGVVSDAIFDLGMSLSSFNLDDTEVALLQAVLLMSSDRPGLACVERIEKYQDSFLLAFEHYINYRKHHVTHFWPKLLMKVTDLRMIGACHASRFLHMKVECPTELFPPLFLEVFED
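Each compound concentration gave % activity, normalized to unbound and bound Texas Red SRC2 controls, from polarization read after 5 hr ambient incubation with T3-loaded human TRb LBD.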
Tau ThT inhib: blocks human tau fibril formation measured by thioflavin T; P10636; recombinant tau K18 P301L (four-repeat tau fragment), heparin-induced fibrillization, ThT fluorescence; Potency, µM (titrated, usually from 57.4 µM), without a hit: at the top dose activity, negative = inhibition, usual class: inhibitors; 270,000 compounds, 2.1% hits; also: % is scaled to controls: 0 for no effect and ±100 for the full control effect; nearly all actives have a fitted effect of over 55% in size
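Heparin-induced fibrillization of the P301L-mutant K18 repeat-domain fragment of human tau was followed by ThT binding in quantitative high-throughput format.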
L3MBTL1 block: L3MBTL1 (human) inhibition; Q9Y468; AlphaScreen L3MBTL1–H3K9me1 peptide binding; Potency, µM (series often up to 57.1 µM), without a hit: at the highest dose activity, negative = inhibition, hits mostly inhibitors; 230,000 compounds, 0.66% hits; AID 485360; also: % is scaled to controls: 0 for no effect and ±100 for the full control effect; nearly all actives have a fitted effect of over 60% in size
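L3MBTL1 (50 nM) pre-complexed 30 min with biotinylated H3(1-15)K9me1 peptide (75 nM), then compounds added for 30 min at room temperature; AlphaScreen streptavidin donor/nickel chelate acceptor beads (10 ug/mL final) read after 30 min dark incubation.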
Numbers without * were called inactive; [ ] = remark or other dose. Unless noted, calls follow the shape of the dose curve; as a rule, active = well fitted curve in the direction sought with a large enough effect; inconclusive = small, poorly fitted or top-dose-only effect, or another doubt; inactive = no such curve, though single readings can be large; an effect the other way counts as inactive or inconclusive. Potency is read from the fitted curve at half-maximal effect.

How did COc1cc(CNc2ccc3[nH]c(=O)[nH]c3c2)ccc1OCC(=O)NC(C)(C)C do in these assays?
HTT cytoprotect: -23%[10 µM]; Tau fibril FP: inconclusive; RECQ1 helicase: -19%; Tau fluor cs: inconclusive; TexasRed fluor: -4%; TRb-SRC2 inh: -7%; Tau ThT inhib: 14µM*

What do the screens show for `CCN(CC)CC#CC(O)(c1ccccc1)c1ccccc1`?
HTT cytoprotect: -10%[10 µM]; Tau fibril FP: -4%; RECQ1 helicase: -6%; Tau fluor cs: 11%[2.34 µM]; TexasRed fluor: 3%; TRb-SRC2 inh: -2%; Tau ThT inhib: 1%; L3MBTL1 block: 2%

Results for Cc1cccc(N2CCN(C(=O)N3CCOCC3)CC2)c1C ?
HTT cytoprotect: -9%[10 µM]; Tau fibril FP: 2%; RECQ1 helicase: -2%; Tau fluor cs: 8%[2.34 µM]; TexasRed fluor: 3%; TRb-SRC2 inh: 2%; Tau ThT inhib: 0%; L3MBTL1 block: 6%

Results for CN1CC(=O)N(CC(=O)NCc2ccc(F)cc2)c2ccccc2C1=O ?
HTT cytoprotect: -10%; Tau fibril FP: -9%; RECQ1 helicase: 23%; Tau fluor cs: 1%; TexasRed fluor: -4%; TRb-SRC2 inh: 0%; Tau ThT inhib: 4%

What do the screens show for `OCC1OC(n2cnc3c(NCc4ccco4)ncnc32)C(O)C1O` (configuration not stated)?
Tau fibril FP: -8%; RECQ1 helicase: -6%; Tau fluor cs: -6%; TexasRed fluor: 0%; TRb-SRC2 inh: 4%; Tau ThT inhib: -4%

What do the screens show for `O=C(c1cccc(Cl)c1)n1nc(-c2ccco2)nc1NCc1cccs1`?
Tau fibril FP: -5%; Tau fluor cs: -24%; TexasRed fluor: -3%; TRb-SRC2 inh: 0%; Tau ThT inhib: inconclusive

How did CNC(=O)C1CCN(C(=O)N2CC(C)Oc3ccc(Cl)cc32)CC1 (configuration not stated) do in these assays?
Tau fibril FP: 2%; Tau fluor cs: -6%; TexasRed fluor: 4%; TRb-SRC2 inh: 1%; Tau ThT inhib: -10%

Results for O=C(N/N=C/c1ccc(Cl)cc1Cl)C(=O)NC1CC1 ?
HTT cytoprotect: -42%; Tau fibril FP: -2%; RECQ1 helicase: -7%; Tau fluor cs: -1%; TexasRed fluor: -1%; TRb-SRC2 inh: -2%; Tau ThT inhib: -4%; L3MBTL1 block: -4%

Results for Cc1cccc(Sc2nc(-c3ccccc3)ccc2C#N)c1 ?
HTT cytoprotect: -12%; Tau fibril FP: inconclusive; RECQ1 helicase: 3%; Tau fluor cs: -30%; TexasRed fluor: -2%; TRb-SRC2 inh: 4%; Tau ThT inhib: 0%; L3MBTL1 block: 46%[activator]

What do the screens show for `COCCCNC(=O)c1cn(C)c(=O)c2cc(OC)c(OC)cc12`?
HTT cytoprotect: -9%; Tau fibril FP: -6%; RECQ1 helicase: 0%; Tau fluor cs: -7%; TexasRed fluor: -3%; TRb-SRC2 inh: -20%; Tau ThT inhib: -5%; L3MBTL1 block: -2%

Results for Cc1ccc(Sc2nc(C)cc(C)c2S(C)(=O)=O)cc1 ?
HTT cytoprotect: -13%; Tau fibril FP: 0%; RECQ1 helicase: -2%; Tau fluor cs: -11%; TexasRed fluor: -2%; TRb-SRC2 inh: 0%; Tau ThT inhib: -14%; L3MBTL1 block: 3%

How did CC1CN(C)C(C)C/C1=N/Oc1ccccc1[N+](=O)[O-] (configuration not stated) do in these assays?
HTT cytoprotect: 15%[10 µM]; Tau fibril FP: -16%; RECQ1 helicase: -14%; Tau fluor cs: -11%; TexasRed fluor: -1%[53 µM]; TRb-SRC2 inh: 2%[53 µM]; Tau ThT inhib: inconclusive; L3MBTL1 block: inconclusive

How did COc1ccc(N2CCN(C(CNC(=O)C(=O)NCC3CCCO3)c3ccco3)CC2)cc1 (configuration not stated) do in these assays?
HTT cytoprotect: 20%[10 µM]; Tau fibril FP: 0%; RECQ1 helicase: -17%; Tau fluor cs: -5%; TexasRed fluor: -3%; TRb-SRC2 inh: 6%; Tau ThT inhib: 4%; L3MBTL1 block: -5%

Results for COC(=O)c1ccc(NC(=S)N2CCC(C(N)=O)CC2)cc1 ?
HTT cytoprotect: 18%[10 µM]; Tau fibril FP: 4%; RECQ1 helicase: -3%; Tau fluor cs: -9%; TexasRed fluor: -1%; TRb-SRC2 inh: 7%; Tau ThT inhib: -11%; L3MBTL1 block: 3%

How did Cc1ccccc1SCC(=O)OCC(=O)Nc1sccc1C(N)=O do in these assays?
HTT cytoprotect: 9%[10 µM]; Tau fibril FP: 4%; RECQ1 helicase: -6%; Tau fluor cs: 3%; TexasRed fluor: 2%; TRb-SRC2 inh: -5%; Tau ThT inhib: 2%; L3MBTL1 block: -3%

What do the screens show for `O=C(CN1c2ccccc2Sc2ccccc21)NNC(=O)Nc1ccc(Cl)cc1`?
HTT cytoprotect: 29%[10 µM]; Tau fibril FP: 11%; RECQ1 helicase: -4%; Tau fluor cs: 5.6µM*[quencher]; TexasRed fluor: -7%; TRb-SRC2 inh: 1%

Results for COC(=O)[C@@]1(Cc2ccc(OC)cc2)[C@H]2c3cc(C(=O)N4CCCC4)n(Cc4cc(F)cc5c4OCOC5)c3C[C@H]2CN1C(=O)c1ccccc1 ?
HTT cytoprotect: -67%[inhibitor]; Tau fibril FP: 2%; RECQ1 helicase: -10%; Tau fluor cs: -16%; TexasRed fluor: 1%; TRb-SRC2 inh: 7%; Tau ThT inhib: inconclusive

How did COc1ccc(-n2c(N)c(-c3nc4ccccc4n3C)sc2=S)cc1 do in these assays?
HTT cytoprotect: -8%; Tau fibril FP: 0%; RECQ1 helicase: inactive; Tau fluor cs: -23%; TexasRed fluor: -1%; TRb-SRC2 inh: -4%; Tau ThT inhib: inconclusive; L3MBTL1 block: -2%

How did COc1ccc(C(=O)NCCc2sc(-c3cccc(F)c3)nc2C)cc1 do in these assays?
Tau fibril FP: 0%; Tau fluor cs: -7%; TexasRed fluor: 1%; TRb-SRC2 inh: -2%; Tau ThT inhib: inconclusive

Results for CCc1nnc(NC(=O)CCC(=O)N2CCN(CCOc3ccc(C)cc3)CC2)s1 ?
HTT cytoprotect: 0%; Tau fibril FP: 9%; RECQ1 helicase: -8%; Tau fluor cs: -1%; TexasRed fluor: 2%; TRb-SRC2 inh: -5%; Tau ThT inhib: -18%; L3MBTL1 block: 3%

Fetched by structure from the entries so far, 3 records:
Results for CCc1nnc(NC(=O)CCC(=O)N2CCN(CCOc3ccc(C)cc3)CC2)s1 ?
HTT cytoprotect: 0%; Tau fibril FP: 9%; RECQ1 helicase: -8%; Tau fluor cs: -1%; TexasRed fluor: 2%; TRb-SRC2 inh: -5%; Tau ThT inhib: -18%; L3MBTL1 block: 3%

Results for CN1CC(=O)N(CC(=O)NCc2ccc(F)cc2)c2ccccc2C1=O ?
HTT cytoprotect: -10%; Tau fibril FP: -9%; RECQ1 helicase: 23%; Tau fluor cs: 1%; TexasRed fluor: -4%; TRb-SRC2 inh: 0%; Tau ThT inhib: 4%

Results for Cc1cccc(N2CCN(C(=O)N3CCOCC3)CC2)c1C ?
HTT cytoprotect: -9%[10 µM]; Tau fibril FP: 2%; RECQ1 helicase: -2%; Tau fluor cs: 8%[2.34 µM]; TexasRed fluor: 3%; TRb-SRC2 inh: 2%; Tau ThT inhib: 0%; L3MBTL1 block: 6%

Following part:
How did CCCCN1C(=O)C2C(c3ccc(OC)cc3O)NC(CC(C)C)(C(=O)O)C2C1=O (configuration not stated) do in these assays?
HTT cytoprotect: -1%; Tau fibril FP: -3%; RECQ1 helicase: -7%; Tau fluor cs: -6%; TexasRed fluor: 0%; TRb-SRC2 inh: -13%; Tau ThT inhib: -6%

What do the screens show for `Cc1ccc(-c2cc3ccccc3nc2N2CCOCC2)cc1`?
HTT cytoprotect: -47%[inhibitor]; Tau fibril FP: -7%; RECQ1 helicase: -22%; Tau fluor cs: -15%; TexasRed fluor: 1%; TRb-SRC2 inh: 4%; Tau ThT inhib: -15%; L3MBTL1 block: 68%[activator]

What do the screens show for `COc1ccccc1N1CCN(S(=O)(=O)c2ccc3c(c2)oc(=O)n3C)CC1`?
Tau fibril FP: -2%; Tau fluor cs: -25%; TexasRed fluor: 0%; TRb-SRC2 inh: -7%; Tau ThT inhib: -3%

What do the screens show for `Cn1c(-c2ccc(CN3CCCCC3)o2)nc2ccccc21`?
HTT cytoprotect: -3%; Tau fibril FP: -11%; RECQ1 helicase: inactive; Tau fluor cs: -3%; TexasRed fluor: 0%; TRb-SRC2 inh: -6%; Tau ThT inhib: -10%; L3MBTL1 block: -4%

Results for C#CCSc1nnc(-c2ccc([N+](=O)[O-])cc2)o1 ?
Tau fibril FP: 5%; RECQ1 helicase: inactive; Tau fluor cs: -4%; TexasRed fluor: -2%; TRb-SRC2 inh: -2%; Tau ThT inhib: inconclusive; L3MBTL1 block: -3%

What do the screens show for `O/N=C\c1ccccc1Oc1ccc(F)cc1`?
HTT cytoprotect: -36%[1.9 µM]; Tau fibril FP: -3%; RECQ1 helicase: inactive; Tau fluor cs: -3%; TexasRed fluor: -1%; TRb-SRC2 inh: -4%; Tau ThT inhib: 3%; L3MBTL1 block: inconclusive

Results for COc1ccc(CC(=O)c2ccc(O)cc2O)cc1OC ?
HTT cytoprotect: 4%[10 µM]; Tau fibril FP: -7%; RECQ1 helicase: -13%; Tau fluor cs: -9%; TexasRed fluor: 0%; TRb-SRC2 inh: 0%; Tau ThT inhib: -12%; L3MBTL1 block: 7%

Only part of the results is shown; the hit share may differ from the screen's.
